Screening data (PubChem)
GALK inh = inhibitors of human galactokinase. P51570. Purified GALK, Kinase-Glo residual ATP luminescence. Potency, µM (series often up to 57.5 µM), inactives show at the highest dose activity change, negative = inhibition, actives largely listed as inhibitors. actives 0.007% (n = 270,000). AID 1868; also: potency is read from the fitted curve at half-maximal effect; % is scaled to controls: 0 for no effect and ±100 for the full control effect
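Galactose (100 uM) and ATP (35 uM) were turned over by 5 nM GALK for 1 h at RT. Kinase-Glo Plus then converted the remaining ATP into a luminescent signal.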
BCR signal inh = chronic active BCR signaling inhibition; ABC-DLBCL IkBa-CBG/CBR reporter, luminescence ratio, 4 h; Potency, µM (highest dose often 46.1 µM), without a hit: at the top dose ratio change, negative = lower green/red ratio, hits mostly inhibitors; actives 0.05% (n = 340,000); AID 493014; active = well fitted inhibition curve with a large enough effect in the signal ratio, with a control signal flat, not every such curve was filed as active; inconclusive = small, poorly fitted or top-dose-only effect, or effect the other way, or a change in a side signal; the % refers to the signal ratio;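 also: potency is read from the fitted curve at half-maximal effect; plate controls were basal doxycycline-induced cells for no effect and cells given 10 µM MG132 for full effect; MG132 reads +100%, hits lower the ratio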
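Compounds up to 46 uM were incubated four hours with TMD8 cells whose green CBG68 luciferase is fused to IkappaBalpha; red CBR luminescence normalised the signal, and concentration-effect curves were fitted to fusion, red and ratio data.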
Coupling enz = coupling enzyme interference in Giardia aldolase counter-screen; coupling enzyme system counterscreen, AmpLite Red fluorescence; activity change, negative = inhibition, % at 58.2 µM, hits read low; actives 0.67% (n = 290,000); AID 2472; in the data active = activity change below about -30%; also: % is scaled to controls: 0 for no effect and ±100 for the full control effect
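Coupling enzymes only (glyceraldehyde-3-phosphate) + compound, at 57.5 uM final, 10 min RT; add substrate/coupling/AmpLite Red mix, 20 min RT; fluorescence ex 525/em 598 nm. Actives flag coupling-system interference.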
Tb PFK block = blocks T. brucei phosphofructokinase. actives 0.17% (n = 330,000). T. brucei PFK, ADP-Glo luminescence. Potency, µM (doses to about 57.5 µM), without a hit: at the highest dose activity, negative = inhibition, hits mostly inhibitors;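 also: potency is read from the fitted curve at half-maximal effect; 0% = uninhibited 1x PFK enzyme wells and -100% = no-enzyme wells; nearly all actives have a fitted effect of over 60% in size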
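Activity is normalized to no-enzyme wells (full inhibition) and 1.25 nM enzyme wells (no inhibition). Reaction: 0.5 mM F6P, 0.1 mM ATP, 45 min RT, ADP-Glo luminescence; concentration-response curves fitted and classed by quality.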
S-ASM inh = human S-ASM enzyme inhibition | Potency, µM (titrated, usually from 57.5 µM), without a hit: top-dose activity change, negative = inhibition, hits mostly inhibitors | actives 0.006% (n = 340,000) | P17405 | placental ASM, HMU-PC fluorogenic substrate, 60 min; also: potency is read from the fitted curve at half-maximal effect
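Steps: dispense placental human ASM, pin compound, wait 10 min at room temperature, add HMU-PC0 substrate at 9 uM final, incubate 60 min at 37 °C, add stop solution raising pH to 10, read fluorescence.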
Giardia killer = Giardia lamblia killing; Giardia lamblia trophozoite viability; activity change, % at 7.66 µM, hits read low; actives 0.15% (n = 340,000); AID 540267; in the data active = activity change below about -80%; inconclusive = between about -30% and that limit;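 also: parasites exposed to compound for two days anaerobically before the ATP read; % is scaled to controls: 0 for no effect and ±100 for the full control effect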
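Luminescence from cellular ATP indicates surviving trophozoites (100 cells/well) following 48 hrs anaerobic compound treatment at 37 deg C; signal develops 15-30 min at room temperature.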
Menin-MLL TR inh = inhibitors of human menin-MLL interaction, mutant MLL peptide | Potency, µM (series often up to 61.6 µM), for the others: top-dose FP activity change, negative = inhibition, usual class: inhibitors | actives 0.23% (n = 270,000) | O00255 | Menin + Texas Red MLL mutant peptide, fluorescence polarization | AID 1768; active = well fitted inhibition curve with a large enough effect in the polarisation, with a control signal flat, not every such curve was filed as active; inconclusive = small, poorly fitted or top-dose-only effect, or effect the other way, or a change in a side signal; inactive = no such curve, though single readings can be large or run the other way; the % refers to the polarisation; also: potency is read from the fitted curve at half-maximal effect; % of control where 0% means no effect; many of its hits are not listed in these tables
PKM2 act = PKM2 (human) enzyme activation; P14618; purified PKM2, Kinase-Glo ATP luminescence, activation; response scale: 0% is enzyme alone, no compound; Potency, µM (highest dose often 57.5 µM), for inactives: at the top dose activation, actives largely listed as activators; actives 0.34% (n = 260,000); AID 1631; also: potency is read from the fitted curve at half-maximal effect; % is scaled to controls: 0 for no effect and ±100 for the full control effect; nearly all actives have a fitted effect of over 55% in size
Target sequence (P14618 whole entry, looked up): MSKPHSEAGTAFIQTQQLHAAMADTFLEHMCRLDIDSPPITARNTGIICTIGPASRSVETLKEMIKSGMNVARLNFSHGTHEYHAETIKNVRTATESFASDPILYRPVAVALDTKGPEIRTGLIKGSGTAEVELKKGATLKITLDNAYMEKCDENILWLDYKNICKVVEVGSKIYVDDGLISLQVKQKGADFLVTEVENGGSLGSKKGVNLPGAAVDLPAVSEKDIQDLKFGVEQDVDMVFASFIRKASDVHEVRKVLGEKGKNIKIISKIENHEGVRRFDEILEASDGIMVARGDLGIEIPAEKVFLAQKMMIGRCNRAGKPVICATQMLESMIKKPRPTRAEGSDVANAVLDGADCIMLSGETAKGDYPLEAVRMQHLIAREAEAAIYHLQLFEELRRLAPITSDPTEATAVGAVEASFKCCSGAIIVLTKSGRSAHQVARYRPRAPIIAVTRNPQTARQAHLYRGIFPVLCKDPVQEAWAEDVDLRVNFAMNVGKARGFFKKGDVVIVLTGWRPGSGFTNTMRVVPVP
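Purified hPK-M2 (>95% pure) converted ADP (0.1 mM final) to ATP with 0.5 mM PEP in 50 mM imidazole pH7.2, KCl, MgCl2, Tween 20, BSA; 1 h at room temperature. ATP detected by Kinase-Glo luminescence.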
a7 integrin act = activates integrin-mediated alleviation for muscular dystrophy. actives 0.064% (n = 350,000). Potency, µM (highest dose often 38.3 µM), inactives show top-dose activation, usual class: activators. AID 624291. alpha7betagal myoblasts, beta-gal FDG fluorescence, 48 h;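 also: potency is read from the fitted curve at half-maximal effect; 100% = response of the positive control SU9516; nearly all actives have a fitted effect of over 60% in size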
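alpha7betagal+/- myoblasts (passage 13, 250/well) treated 48 h at 37C with compounds at 1:260 dilution of DMSO stock. Lysed, then beta-galactosidase activity read as FDG fluorescence (ex 480/em 540) after 30 min, with pre-read for autofluorescence.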
B2AR arrestin = recruits beta-arrestin to the human beta2-adrenergic receptor | actives 0.02% (n = 330,000) | beta-arrestin recruitment to beta2AR, cell-based reporter | Potency, µM (doses to about 46.1 µM), for the others: top-dose activation, hits mostly activators | AID 492947;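 also: potency is read from the fitted curve at half-maximal effect; 0% = DMSO controls and full agonism = EC100 isoproterenol or metaproterenol; nearly all actives have a fitted effect of over 65% in size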
TSG101-PTAP inh = blocks PTAP/TSG101 interaction to inhibit HIV-1 budding | Q99816 | 340,000 tested, under 10 active | Potency, µM (series often up to 115 µM), without a hit: at the highest dose activity change, negative = inhibition, hits mostly inhibitors | Fluorescence polarization, FITC-PTAP peptide / Tsg101 binding; active = well fitted inhibition curve with a large enough effect in the main read-out, with a control signal flat, not every such curve was filed as active; inconclusive = small, poorly fitted or top-dose-only effect, or effect the other way, or a change in a side signal; inactive = no such curve, though single readings can be large or run the other way; also: potency is read from the fitted curve at half-maximal effect; % of control where 0% means no effect
Target sequence (Q99816 whole entry, looked up): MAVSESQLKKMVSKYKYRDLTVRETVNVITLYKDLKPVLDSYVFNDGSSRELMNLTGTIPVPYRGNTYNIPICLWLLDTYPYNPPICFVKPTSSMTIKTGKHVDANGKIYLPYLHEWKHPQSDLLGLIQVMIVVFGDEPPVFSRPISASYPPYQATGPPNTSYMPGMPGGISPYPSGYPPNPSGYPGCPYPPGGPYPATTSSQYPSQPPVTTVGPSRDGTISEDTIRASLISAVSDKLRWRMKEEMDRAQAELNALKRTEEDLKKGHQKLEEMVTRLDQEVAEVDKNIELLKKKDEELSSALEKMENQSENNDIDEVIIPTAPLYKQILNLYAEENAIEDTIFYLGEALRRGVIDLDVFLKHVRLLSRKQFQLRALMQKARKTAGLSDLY
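Compounds were pin-transferred onto Tsg101 binding domain (10 uM final) in HEPES pH 7.5 buffer, then FITC-PTAP peptide was added at 50 nM final. After 20 min at RT, polarization reported peptide displacement across a qHTS concentration series.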
The depositor's hits bear a star; ? = inconclusive; . = no result given; [ ] = remark or other dose. Unless noted, calls follow the shape of the dose curve; as a rule, active = well fitted curve in the direction sought with a large enough effect; inconclusive = small, poorly fitted or top-dose-only effect, or another doubt; inactive = no such curve, though single readings can be large; an effect the other way counts as inactive or inconclusive.

SMILES,GALK inh,BCR signal inh,Coupling enz,Tb PFK block,S-ASM inh,Giardia killer,Menin-MLL TR inh,PKM2 act,a7 integrin act,B2AR arrestin,TSG101-PTAP inh
O=[N+]([O-])c1ccc(N2CCCC2)cc1NC(c1ccccc1)c1ccccc1,-2%,2%,3,-1%,-7%,4,-4%,1%,-1%,-3.9%,-2%
O=C(NC1(C(F)(F)F)Oc2ccccc2O1)N1CCCC1,0%,?,-4,-3%,-1%,-10,-1%,4%,-44%,0.2%,-3%
COc1ccccc1OCC(=O)Nc1nnc(-c2ccco2)s1,-3%,?,1,-16%,-1%,-2,2%,-6%,9%,-1.0%,2%
Cc1cccc(C(=O)NCc2nnc(SCC(=O)NC(C)c3ccccc3)n2C)c1 (centres undefined),.,3%,0,-1%,-2%,-13,0%,-2%,3%,-0.5%,1%
COC1=C(Nc2ccc(OC)cc2)C(=O)c2ccccc2C1=O,5%,4%,-34*,1%,-2%,15,-29%,-24%,-7%,-0.2%,1%
CC1(C)Oc2ccc3ccc(=O)oc3c2C(N2CCCCC2)C1O (centres undefined),0%,2%,-12,2%,66%[activator],3,?,27%,-22%,-0.2%,1%
CCC(C)(C)NC(=O)c1ccc2c(c1)N(CC(=O)OC)C(=O)C(C)(C)O2,3%,3%,1,1%,5%,5,-2%,-1%,-10%[7.66 µM],-0.2%,-3%
CC(=O)N/C(=N/c1nc(C)cc(C)n1)Nc1ccc(C)cc1Cl,2%,-4%,3,13%,0%,16,-29%,.,?,-0.2%,1%
Cc1ccc(C(=O)OC(C)C(=O)NC2CCCCC2C)cc1S(=O)(=O)N1CCOCC1 (centres undefined),-1%,?,.,-6%,5%,-9,.,-2%,13%,-0.3%,-1%
CCOC(=O)C(O)(NC(=O)c1cccnc1)C(F)(F)F (centres undefined),-3%,?,5,2%,2%,3,15%,-2%,-6%,-0.9%,-2%
CCOC(=O)Nc1ccc(NS(=O)(=O)c2ccc(C)cc2)cc1,2%,-18%,-4,2%,-2%,0,12%,-2%,-5%,0.0%,-6%
O=C(Nc1scc(-c2cccs2)c1C(=O)O)c1cccs1,4%,?,-20,4%,11%,23,?,-23%,22%,-0.1%,-12%
O=S(=O)(NCCS(=O)(=O)N1CCN(c2ccccc2)CC1)c1ccc(F)cc1,.,3%,.,6%,-3%,-8,.,.,2%,0.0%,-5%
CCCC(=O)Nc1nc(C)c(-c2csc(Nc3cc(OC)ccc3OC)n2)s1,0%,-18%,-1,-8%,11%,15,?,-4%,1%,0.4%,3%
O=C1c2ccccc2C(=O)N1COc1ccc(S(=O)(=O)N2CCOCC2)cc1[N+](=O)[O-],5%,-11%,-1,-1%,0%,?,15%,.,-20%,0.4%,-3%

(further entries)
SMILES,GALK inh,BCR signal inh,Coupling enz,Tb PFK block,S-ASM inh,Giardia killer,Menin-MLL TR inh,PKM2 act,a7 integrin act,B2AR arrestin,TSG101-PTAP inh
COc1ccc(Cl)cc1NC(=O)C1CCN(C(=O)C2CC(=O)N(c3ccc(C)cc3)C2)CC1 (centres undefined),8%,-11%,-1,-1%,2%,-10,39%[activator],0%,5%,-0.3%,-6%
Cc1cc(C(=O)OCC(=O)N2CCc3ccccc32)c(C)o1,-4%,0%,0,8%,-1%,-2,?,18%,2%,0.0%,0%
COc1ccc(-n2c(=O)cc(N3CCc4ccccc43)[nH]c2=O)cc1,-2%,-3%,7,-3%,5%,-4,12%,0%,-2%,0.1%,-3%
Cc1cc(Cl)ccc1NC(=S)NCc1ccc(F)cc1,-2%,?,-1,2%,-1%,-25,13%,2%[11.5 µM],-9%,-0.5%,-3%
CC(=O)N1CCC(C(=O)OCc2ccc(Cl)cc2)(c2ccccc2)CC1,5%,0%,-3,-3%,-2%,16,-13%,-2%,24%,-0.8%,-4%
Cc1ccc2cccc(SCC(=O)Nc3ccc(F)cc3)c2n1,-1%,?,-1,-15%,-1%,1,?,.,-6%,?,1%
O=C(CN1C(=O)NC2(CCc3ccccc32)C1=O)c1cccs1 (centres undefined),.,0%,.,8%,3%,-3,.,.,8%,0.0%,-2%
CN(C)S(=O)(=O)Oc1ccsc1C(=O)Nc1ccccc1Cl,3%,10%,4,0%,-1%,-10,12%,-4%,16%,-0.4%,-7%
O=C(CN(Cc1ccc(F)cc1)C(=O)c1csnn1)NCc1ccccc1,-1%,-11%,2,5%,-2%,-8,22%,.,2%,-0.1%,-1%
CC1(C)Cc2c(c(N3CCOCC3)nc3sc4c(NCCN5CCOCC5)nnnc4c23)CS1,.,?,7,6%,11%,4,.,3%,-34%,-0.5%,-13%
Cc1ccc(C(=O)N(Cc2cccs2)C2CCS(=O)(=O)C2)cc1 (centres undefined),2%,-4%,.,0%,0%,?,.,.,1%,-0.1%,-4%
COc1ccc(NC(=O)CC2C(=O)N(C)C(=S)N2CCc2ccc(F)cc2)cc1 (centres undefined),-4%,-15%,-1,2%,-3%,-4,.,11%,-24%,0.2%,-4%
O=C(CSc1ccc(Cl)cc1)N1N=CCC1c1ccccc1 (centres undefined),.,0%,2,0%,-2%,-16,.,0%,21%,-0.5%,0%
CCOc1ccccc1NC(=O)C(=O)CC(=O)c1cccc(OC)c1,0%,1%,0,1%,-3%,8,14%,.,?,-1.0%,-5%
COc1cc(CN2CCN(C(=O)c3cccc4ccccc34)CC2)cc(OC)c1OC,-1%,?,0,1%,4%,-21,-22%,1%,-10%,8.3%,0%

The list goes on.
SMILES,GALK inh,BCR signal inh,Coupling enz,Tb PFK block,S-ASM inh,Giardia killer,Menin-MLL TR inh,PKM2 act,a7 integrin act,B2AR arrestin,TSG101-PTAP inh
COc1ccccc1Sc1nc(-c2ccccc2)ncc1OC,-2%,12%,-4,0%,-9%,-6,?,3%,-10%,-0.2%,-2%
C=CCNC(=O)c1csc(-c2ccccc2)n1,-2%,?,2,0%,-1%,-8,16%,8%,-19%,-0.7%,-6%
Cc1cc(C)c(S(=O)(=O)NCc2ccc3c(c2)OCO3)c(C)c1,-4%,?,-4,1%,0%,0,2%,1%,-11%,0.4%,0%
COCCCn1c(SCC(=O)Nc2cccc(C(=O)OC)c2)nnc1-c1ccncc1,4%,1%,1,2%,1%,-1,3%,-2%,-24%,-0.1%,-1%
CCc1ccccc1N(C(=O)c1ccco1)C(C(=O)NC1CCCC1)c1cccnc1 (centres undefined),-1%,0%,1,-4%,2%,-13,?,.,9%,0.0%,-3%
Cc1ccc(OCc2ccccc2Br)c([N+](=O)[O-])n1,4%,?,4,0%,-3%,-25,28%,-2%,17%,0.0%,0%
CCN(CC(O)COCc1ccc(Cl)cc1)C1CCCCC1 (centres undefined),-2%,4%,1,-4%,0%,-17,-14%,-6%,-35%,-0.1%,0%
COc1cccc(NC(=O)CSc2nc3c(c(=O)n2C)SC(C)C3)c1 (centres undefined),0%,?,6,2%,7%,3,-6%,?,-14%,0.3%,-1%
COc1ccc(C(=S)N2CCOCC2)cc1OC(=O)c1cc([N+](=O)[O-])c(C)c([N+](=O)[O-])c1,0%,?,-2,2%,0%,0,?,1%,2%,0.0%,-5%
CCOC(=O)c1c(C)[nH]c(C(=O)COC(=O)CNC(=O)c2ccc(Cl)cc2)c1C,0%,?,7,4%,-6%,7,6%,-3%,20%,0.2%,0%

Random excerpt: 4 records from the list, in no set order.
SMILES,GALK inh,BCR signal inh,Coupling enz,Tb PFK block,S-ASM inh,Giardia killer,Menin-MLL TR inh,PKM2 act,a7 integrin act,B2AR arrestin,TSG101-PTAP inh
COC1=C(Nc2ccc(OC)cc2)C(=O)c2ccccc2C1=O,5%,4%,-34*,1%,-2%,15,-29%,-24%,-7%,-0.2%,1%
O=C(NC1(C(F)(F)F)Oc2ccccc2O1)N1CCCC1,0%,?,-4,-3%,-1%,-10,-1%,4%,-44%,0.2%,-3%
COc1ccccc1Sc1nc(-c2ccccc2)ncc1OC,-2%,12%,-4,0%,-9%,-6,?,3%,-10%,-0.2%,-2%
Cc1ccc(C(=O)N(Cc2cccs2)C2CCS(=O)(=O)C2)cc1 (centres undefined),2%,-4%,.,0%,0%,?,.,.,1%,-0.1%,-4%

An excerpt, so the mix of outcomes need not match the whole.
